Screening results (PubChem BioAssay)
PNC assembly inh: inhibitors of perinucleolar compartment assembly; PC3M PTB-GFP, PNC prevalence imaging, 16 h; active compounds read low; activity change (PNC), negative = inhibition, % at 10 µM; actives 3.1% (n = 140,000); AID 2417;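 active = readout at or below -70, meaning at least 70% loss of cells showing the perinucleolar compartment, a nuclear body marking cancer cells; inconclusive = readout between -30 and a set limit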;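 also: plate controls were DMSO wells for no effect and camptothecin positive control wells for full effect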
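Compounds are pinned in duplicate onto adhered PC3M cells stably expressing GFP-tagged PTB and incubated 16 h at 37 C. Cells are then fixed, nuclei stained with Hoechst, and PNC-positive cells counted.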
ALOX12 inhib: 12-hLO (ALOX12) enzyme inhibition | purified 12-hLO, xylenol orange hydroperoxide absorbance | AID 1452 | actives 0.12% (n = 150,000) | Potency, µM (top dose mostly 57.1 µM), inactives show at the top dose activity change, negative = inhibition, hits mostly inhibitors | P18054; also: potency is read from the fitted curve at half-maximal effect; nearly all actives have a fitted effect of over 55% in size; many of its hits are not listed in these tables
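150 nM 12hLO, 25 mM Hepes pH 7.0 + 0.01% Triton X-100; cpd preinc 15 min RT; 40 uM arachidonic acid, 30 min RT; Fe-XO 30 min; A573/A405 ratio as read-out.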
IMPase inh: cell-permeable inhibitors of inositol monophosphatase (IMPase); P97697; inhibition (IP1 accumulation), % at 46.1 µM; CHO-M1 cells, IP1 accumulation, HTRF TR-FRET ratio; 120,000 tested, under 10 active; AID 901; active = well fitted curve in the direction sought with a large enough effect in the signal ratio, not every such curve was filed as active; inconclusive = small, poorly fitted or top-dose-only effect, or a change in a side signal; inactive = no such curve, though single readings can be large or run the other way; the % refers to the signal ratio;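 also: cells stimulated with carbachol in lithium chloride buffer; plate controls were DMSO basal wells for no effect and reference inhibitor wells for full effect; higher means more IMPase inhibition seen as more IP1 and lower FRET ratio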
Target sequence (P97697 whole entry, looked up): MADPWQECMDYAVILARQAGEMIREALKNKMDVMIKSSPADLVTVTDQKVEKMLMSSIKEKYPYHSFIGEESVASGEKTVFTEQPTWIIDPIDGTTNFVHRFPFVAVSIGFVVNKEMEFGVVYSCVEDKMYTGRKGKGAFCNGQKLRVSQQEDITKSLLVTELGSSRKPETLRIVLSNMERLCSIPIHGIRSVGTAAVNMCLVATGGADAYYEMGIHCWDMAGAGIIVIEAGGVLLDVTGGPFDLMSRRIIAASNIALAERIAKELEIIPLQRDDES
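CHO-M1, 2000 cells/well, cultured 16–30 h; cpd up to 46 uM; carbachol (50 uM solution, stimulation buffer w/ 50 mM LiCl, pH 7.4), 30 min 37C; IP-One TR-FRET, 10 min RT; Ex 320/Em 665, 620; Hill-fit AC50.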
15-hLO-2 inh: blocks human 15-lipoxygenase 2 activity | actives 0.56% (n = 110,000) | AID 881 | purified 15hLO-2, xylenol orange hydroperoxide absorbance | Potency, µM (series often up to 57.1 µM), for inactives: at the top dose activity change, negative = inhibition, usual class: inhibitors; also: potency is read from the fitted curve at half-maximal effect; nearly all actives have a fitted effect of over 60% in size; many of its hits are not listed in these tables
Target sequence (O15296 whole entry, looked up): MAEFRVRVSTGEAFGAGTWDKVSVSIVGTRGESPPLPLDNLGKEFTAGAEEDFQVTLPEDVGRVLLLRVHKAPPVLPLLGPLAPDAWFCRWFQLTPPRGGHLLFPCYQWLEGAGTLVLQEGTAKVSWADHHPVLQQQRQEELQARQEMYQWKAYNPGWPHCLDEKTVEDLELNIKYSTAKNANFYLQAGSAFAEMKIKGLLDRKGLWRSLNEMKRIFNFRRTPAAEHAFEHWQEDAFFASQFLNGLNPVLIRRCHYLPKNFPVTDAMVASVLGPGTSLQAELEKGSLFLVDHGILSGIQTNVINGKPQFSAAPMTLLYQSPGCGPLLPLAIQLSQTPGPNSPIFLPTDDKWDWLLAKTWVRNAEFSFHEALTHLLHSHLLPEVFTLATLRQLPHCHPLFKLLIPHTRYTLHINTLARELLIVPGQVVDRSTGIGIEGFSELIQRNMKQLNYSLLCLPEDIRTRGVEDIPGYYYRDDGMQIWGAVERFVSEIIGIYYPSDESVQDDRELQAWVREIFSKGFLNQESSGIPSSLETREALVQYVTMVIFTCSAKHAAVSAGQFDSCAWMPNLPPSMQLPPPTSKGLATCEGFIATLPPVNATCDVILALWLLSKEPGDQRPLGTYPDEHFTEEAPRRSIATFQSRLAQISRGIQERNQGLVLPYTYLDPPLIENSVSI
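Purified human 15hLO-2 (50 nM) preincubated 15 min with compound, then 45 uM arachidonic acid for 90 min at RT in 25 mM Hepes pH 7.5, 0.01% Triton X-100. Hydroperoxide detected by Fe-xylenol orange; 573/405 nm absorbance ratio.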
Numbers without * were called inactive; ? = inconclusive; . = not tested or not shown; & = joins results of further samples; [ ] = dose if it differs, or a comment. Unless noted, calls follow the shape of the dose curve; as a rule, active = well fitted curve in the direction sought with a large enough effect; inconclusive = small, poorly fitted or top-dose-only effect, or another doubt; inactive = no such curve, though single readings can be large; an effect the other way counts as inactive or inconclusive. Unless noted, % is scaled to controls: 0 for no effect and ±100 for the full control effect.

ALOX12 inhib | IMPase inh | PNC assembly inh | 15-hLO-2 inh | SMILES
-2% | -3[1.84 µM] | -86* | 28%[11.4 µM] | Cc1cc2nc(CCN(Cc3cccnc3)C(=S)Nc3ccccc3)[nH]c2cc1C
-3% | . | 8 | . | COc1ccc(S(=O)(=O)N2CCCCC2)cc1NC(=S)Nc1ccccc1
2% | . | -23 | . | Cc1ccc(S(=O)(=O)N2CCC(C(=O)N[C@@H](C)C(=O)NC3CCS(=O)(=O)C3)CC2)cc1 (stereo partly drawn)
-1% | 7[1.84 µM] | 28 | . | CC1(C)CC(=O)C(C=NCCN2CCN(CCc3ccccc3)CC2)=C(O)C1
-3% | -1 | 35 | 4% | COc1ccc(N=C2C(=Nc3ccc(OC)cc3)N(c3ccc(OC)cc3)C(=S)N2c2ccccc2)cc1
-22% | 4 | 25 | -10% | O=C(c1ccc(Cl)c(Cl)c1)N(Cc1ccco1)c1ccc(O)cc1
3% | -8 | ? | 2% | Cc1[nH]c(=O)c(C#N)c2c1CCCC2
? | 5 | -89* | -30% | N#CC1=C(SCC(=O)c2ccccc2)NC2=C(C(=O)CCC2)C1c1ccco1 (stereo not drawn)
2%&-2% | . | . | -5%&11% | CCCCCN=C(N)N/N=C/c1c[nH]c2ccc(OC)cc12
-4% | -3 | -8 | -5% | O=C(/C=N/O)NCc1ccncc1
0% | 8 | ? | 0% | Clc1ccc(-c2nnc(CCc3ccccc3)o2)c(Cl)c1
-4% | 2 | -1 | -7% | Cc1c(C)c2cc3c4c(oc3c(C)c2oc1=O)CCCC4
-8% | ? | . | -15% | COc1ccc2c(c1)c(CC(=O)O)c(C)n2Cc1ccc(F)cc1
1% | -3 | ? | 1% | Cc1ccc(OCC(=O)OCC(=O)c2c(N)n(C)c(=O)n(C)c2=O)cc1C
-13% | -1 | 12 | 5% | Cc1ccc(C(=O)c2cn[nH]c2-c2ccccc2O)cc1
0% | -6 | 1 | . | CSc1nc2ccc(NC(=O)c3ccco3)cc2s1
-6% | -1 | 16 | 11% | O=C(O)CCCSCC(=O)Nc1ccccc1
-6% | ? | 24 | 0% | O=C(CCS(=O)(=O)c1cccc2nonc12)N1CC(=O)N(CCc2ccccc2)C(=O)C1
0% | 23 | 10 | 7% | CCCOC(=O)c1[nH]c2c(c1C)C(=O)CC(c1cc(OC)c(OC)c(OC)c1)C2 (stereo not drawn)
-3% | 10 | -10 | 0% | Cc1ccc(CCNC(=O)C2CCCN2S(=O)(=O)c2ccc3c(c2)CCC(=O)N3)cc1 (stereo not drawn)
11% | 7 | -2 | 0% | O=C(NCC1CCCO1)C1CC(=O)N(C2CCCC2)C1 (stereo not drawn)
-7% | 10 | 37 | -16% | COc1cc(/C=C2/SC(=S)N(CC(=O)Nc3nc4ccccc4s3)C2=O)cc(OC)c1OC
? | -6 | -7 | -6% | CCCCNS(=O)(=O)c1ccc(NS(=O)(=O)c2c(C)cc(C)cc2C)cc1
-7% | . | 4 | . | COc1ccc(-c2cc(-c3n[nH]c(=S)n3-c3cc(OC)ccc3OC)[nH]n2)cc1
1% | 11 | -9 | 10% | COc1ccc(C(=O)c2coc3ccc(O)c(CN(C)C)c23)cc1
-4% | 3 | . | -4% | C[C@@H](C(=O)O)c1ccc(C[C@@H]2CCCC2=O)cc1
-1% | ? | 3 | 0% | Cc1ccc(Cn2c(NC(=O)c3ccco3)nc3ccccc32)cc1
-3% | 6 | ? | 7% | COCCn1c(SCc2cccnc2)nnc1-c1c[nH]c2ccccc12
? | -2 | 7 | -4% | Cc1ccc(CN(CC(=O)N/N=C/c2ccco2)S(=O)(=O)c2ccc(C)cc2)cc1
-4% | ? | 10 | -3% | CC1CCCN(C(=O)CSc2cnc3ccccc3n2)C1 (stereo not drawn)
-9% | -1 | 15 | 5% | CCn1cc(C(=O)Nc2ccc3c(c2)OCCO3)c2cc(OC)c(OC)cc2c1=O
-9% | 12 | ? | -21% | Cc1cccc(-n2nc3c(c2NC(=O)c2ccco2)CSC3)c1C
? | 1[1.84 µM] | 17 | 4%[11.4 µM] | CCOc1cc(NC(=S)NCC2CCCO2)c(OCC)cc1NC(=O)c1ccccc1 (stereo not drawn)
-1% | 9 | 48 | -19% | COc1ccc(Br)cc1CN1CCCC(C(=O)N2CCCCC2)C1 (stereo not drawn)
5% | . | -118* | . | Cc1cc(NC(=S)N(CCCN2CCOCC2)Cc2ccco2)ccc1Cl
-3% | 7 | 2 | -4% | CCC(=O)N1CN(S(=O)(=O)c2ccc(C)cc2)CC1C (stereo not drawn)
0% | -2 | 18 | -1% | O=C(CCCN=C1NS(=O)(=O)c2ccccc21)OCC(=O)N1CCc2ccccc21
-1% | . | 27 | . | COc1cccc(NC(=S)NCCCN2CCOCC2)c1
0% | -9[1.84 µM] | -28 | 7%[11.4 µM] | Cn1cc(Cl)c(C(=O)Nc2cccc(Cl)c2Cl)n1
-5% | 5 | ? | 0% | COc1ccccc1-c1cc(C(F)(F)F)nc(N2CCOCC2)n1
-4% | . | . | -1% | N#Cc1ccccc1-c1cncnc1NCc1cccnc1
-1% | 2 | ? | 1% | COc1ccc(S(=O)(=O)N(C)CC(=O)NCc2cccnc2)cc1C
1% | -2 | -20 | . | COc1ccccc1NC(=O)NCCCN1CCN(c2cccc(Cl)c2)CC1
1% | 2 | -22 | -3% | CCOC(=O)CCC(=O)Nc1ccc(S(=O)(=O)N2CCCC2)cc1
0% | 5 | ? | . | CCc1cccc(C)c1NC(=O)COn1nnc2ccc(C(F)(F)F)cc21
-5% | 1 | ? | 0% | Cc1ccc(C)n1-c1cccc(N)c1
3% | 1 | ? | -1% | O=C1CCc2cc(S(=O)(=O)N3CCC(C(=O)NC4CCCCCCC4)CC3)ccc2N1
-3% | 8 | -10 | -10% | CCN(CC)C(=O)C1CCCN(Cc2sccc2C)C1 (stereo not drawn)
-1%[25.6 µM] | 3[20.6 µM] | . | -3%[25.6 µM] | O=C(O)[C@@H](O)[C@@H](O)[C@@H](O[C@H]1O[C@@H](CO)[C@@H](O)[C@@H](O)[C@@H]1O)[C@@H](O)CO
-2% | . | . | -6% | CC[C@H]1C2=C3C(CC[C@H]4C(OCc5ccc(F)cc5C(F)(F)F)OC[C@](C)([C@@H]34)N(C(=O)OC(C)(C)C)C2)C2COC(=O)OCC21 (stereo partly drawn)
2% | 10 | 47 | -3% | CC(=O)CCc1c[nH]c2c(C(=O)O)cccc12
-3% | . | -3 | . | O=C(COc1ccc(Br)cc1)N/N=C1/SCC(=O)N1Cc1ccccc1
-1% | 4 | ? | 9% | CCOC(=O)N1CCC(Nc2c(NCCN3CCN(c4ccccc4F)CC3)c(=O)c2=O)CC1
0% | -9 | ? | 0% | Cc1cc2cc(C=O)c(Cl)nc2cc1C
2% | -1 | -4 | 3% | CCOc1ccc(-c2c(C#N)c(N)nc3c2c(=O)n(C)c(=O)n3C)cc1OC
8% | ? | ? | 0% | Cc1c(C(=O)O)sc2ncnc(N3CCCCC3C)c12 (stereo not drawn)
-1% | -8 | -1 | -17% | Cc1cc(NC(=O)CSc2ccc3nnc(-c4ccc(F)cc4)n3n2)no1
-5% | 1 | 1 | . | COc1cccc(/C=N/NC(=O)CCCc2ccc(OC)c(C)c2)c1
-7% | -10 | 38 | -5% | O=C(c1cccc(C(=O)N2CCN(c3ccc(F)cc3)CC2)c1)N1CCN(c2ccc(F)cc2)CC1
2% | 7 | -5 | 6% | CCCCN(C)CCNC(=O)Cn1c(=O)sc2ccccc21

Continued.
ALOX12 inhib | IMPase inh | PNC assembly inh | 15-hLO-2 inh | SMILES
-9% | . | . | -6% | COc1cc2nc3c(c([Si](C)(C)C(C)(C)C)c2cc1OC)Cn1c-3cccc1=O
9% | -2 | -7 | . | COc1ccc2cc(S(=O)(=O)N3CCN(C)CC3)ccc2c1
2% | 1 | -12 | 11% | O=C(NC1CCCCC1)N(Cc1ccc(F)cc1)Cc1nc2ccccc2c(=O)[nH]1
-1% | 0 | -1 | 1% | CCOC(=O)c1c(C)n(C)c2ccc(OC)c(NC(=O)CN3CCC4(CC3)OCCO4)c12
-3% | . | 15 | . | CCOC(=O)N/N=C/c1cn(CCCOc2ccc(C)cc2)c2ccccc12
-2% | -4 | -108* | 1% | O=C(NCC1CCCO1)C1CCN(S(=O)(=O)Cc2ccccc2)CC1 (stereo not drawn)
4% | 5 | 26 | . | N=C1S/C(=C\c2ccccc2)C(=O)N1c1ccc(F)cc1
-1% | 1 | 32 | 4% | O=C(CSc1nnc(CN2CCOCC2)n1-c1ccc(Cl)cc1)Nc1ccc2c(c1)OCO2
-4% | 5 | . | 46%[activator] | O=C(NCCCN1CCCCCC1)[C@@H](c1ccccc1)C1CCCCC1
-3% | -6 | -1 | 6%[2.29 µM] | O=C(CSCc1ccc(F)cc1)NC1CCCC1
-6% | -5 | 42 | -7% | COc1cccc(C2=NOC(C(=O)Nc3cccc(C(C)=O)c3)C2)c1 (stereo not drawn)
1% | . | . | -5% | O=[N+]([O-])c1ccc(CCO)cc1

By substructure, the entries above containing fluorine.
ALOX12 inhib | IMPase inh | PNC assembly inh | 15-hLO-2 inh | SMILES
-8% | ? | . | -15% | COc1ccc2c(c1)c(CC(=O)O)c(C)n2Cc1ccc(F)cc1
-5% | 5 | ? | 0% | COc1ccccc1-c1cc(C(F)(F)F)nc(N2CCOCC2)n1
0% | 5 | ? | . | CCc1cccc(C)c1NC(=O)COn1nnc2ccc(C(F)(F)F)cc21
-2% | . | . | -6% | CC[C@H]1C2=C3C(CC[C@H]4C(OCc5ccc(F)cc5C(F)(F)F)OC[C@](C)([C@@H]34)N(C(=O)OC(C)(C)C)C2)C2COC(=O)OCC21 (stereo partly drawn)
-1% | 4 | ? | 9% | CCOC(=O)N1CCC(Nc2c(NCCN3CCN(c4ccccc4F)CC3)c(=O)c2=O)CC1
-1% | -8 | -1 | -17% | Cc1cc(NC(=O)CSc2ccc3nnc(-c4ccc(F)cc4)n3n2)no1
-7% | -10 | 38 | -5% | O=C(c1cccc(C(=O)N2CCN(c3ccc(F)cc3)CC2)c1)N1CCN(c2ccc(F)cc2)CC1
2% | 1 | -12 | 11% | O=C(NC1CCCCC1)N(Cc1ccc(F)cc1)Cc1nc2ccccc2c(=O)[nH]1
4% | 5 | 26 | . | N=C1S/C(=C\c2ccccc2)C(=O)N1c1ccc(F)cc1
-3% | -6 | -1 | 6%[2.29 µM] | O=C(CSCc1ccc(F)cc1)NC1CCCC1

The results go on.
ALOX12 inhib | IMPase inh | PNC assembly inh | 15-hLO-2 inh | SMILES
-4% | 10 | ? | -5% | CCS(=O)(=O)c1nc2ccccc2n1Cc1ccccc1Cl
-4% | -2 | ? | 1% | CCOC(=O)Cn1c2c(c(=N)c3c1CCC3)CCC2
-1% | -8 | -6 | -1% | COc1ccccc1Nc1nc(N)nc(CSCCO)n1
2% | 3 | 16 | 1% | COc1cc(NC(=O)C2CC2)c(C(=O)O)cc1OC
-8% | 5 | 16 | . | O=C(NCCCN1CCN(c2cccc(Cl)c2)CC1)c1cccc(N2CCCC2=O)c1
-1% | -10 | 13 | -4% | O=C(Nc1ccccc1)N1CCC(c2ccccc2)C1 (stereo not drawn)
11% | -4 | ? | . | O=C(COC(=O)c1cccs1)c1ccc2ccccc2c1
-7% | 6 | 15 | 0% | Cc1ccc(C(CC(=O)N2CCCC2)c2ccccc2)c(O)c1C (stereo not drawn)
5% | 5 | ? | . | CC12c3ccccc3C(c3ccccc31)C1C(=O)N(Cc3cccnc3)C(=O)[C@H]12 (stereo partly drawn)
0% | -2 | ? | . | Cc1cccc2cc(CN(Cc3ccc(F)cc3)C(=O)N3CCOCC3)c(=O)[nH]c12
-3% | 1 | 6 | 2% | COc1ccccc1OCC(=O)NCCc1nc2ccccc2[nH]1
-11% | 3 | -4 | ? | OCc1ccccc1N=c1ssnc1Cl
6% | 1 | 11 | -4% | CCOC(=O)c1oc2ccccc2c1NC(=O)COc1ccc(F)cc1
5% | . | -13 | . | COc1ccc(C(=O)NCCSc2ccc(C)cc2)cc1

An excerpt; count on the stated rates, not on these rows.
